# HTR5A ag ctr: HTR5A agonists in luminescence cell assay, primary screen, counter-screen for OPRM1-OPRD1 heterodimer agonist project, full-deck HTS | 340,000 compounds, 0.61% hits | 5-hydroxytryptamine receptor 5A (Homo sapiens), P47898 | activation, % at 9.3 µM | cell-based; in the data active = activation mostly above about 9.5%, no sharp cut-off; inactive = mostly below about 7.6%;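 note: 0% = cells with vehicle only and 100% = reference agonist; strong numbers were not always called active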
# Target sequence (P47898 whole entry, looked up): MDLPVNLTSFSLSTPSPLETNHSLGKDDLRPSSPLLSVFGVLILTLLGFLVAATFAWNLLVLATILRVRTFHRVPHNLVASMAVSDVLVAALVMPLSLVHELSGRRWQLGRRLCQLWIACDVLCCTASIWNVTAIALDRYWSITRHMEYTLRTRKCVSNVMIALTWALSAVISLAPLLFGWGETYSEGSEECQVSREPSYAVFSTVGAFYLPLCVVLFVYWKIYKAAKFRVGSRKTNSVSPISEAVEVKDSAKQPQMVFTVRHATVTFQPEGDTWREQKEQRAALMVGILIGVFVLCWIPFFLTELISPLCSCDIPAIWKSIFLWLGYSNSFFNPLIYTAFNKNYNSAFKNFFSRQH
# PKA-R1A act: activators of PKA-R1A holoenzyme, primary screen, biochemical, fluorescence polarization, Cy5-IP20, bovine R1A, mouse PKAc. cAMP-dependent protein kinase type I-alpha regulatory subunit (Bos taurus) + …. PKA-R1A dissociation; scaled: DMSO 0%, 113 µM cGMP 100%. activation, % at 11.4 µM. 340,000 compounds, 0.083% hits. AID 504707, 2011;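 active = percent activation above the mean of all tested compounds plus 3 SD, cut at about 19% in these data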;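 note: higher means more PKAc released from R1A so a rise in polarization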
# PKA-R2B activ: activators of PKA-R2B holoenzyme, primary screen, biochemical, fluorescence polarization, Cy5-IP20, human; 340,000 compounds, 0.079% hits; activation, % at 11.4 µM; PKA-R2B holoenzyme dissociation; R2B truncated from residue 108, S112A mutant; 0% DMSO only, 100% 113 µM cGMP;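 active = activation above a cutoff set at the mean over all compounds plus 3 SD, cut at about 18% in these data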;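 note: higher means more holoenzyme dissociation and a rise in polarization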
# Target sequence (P31323 whole entry, looked up, other chains not shown, the tested form may be a part): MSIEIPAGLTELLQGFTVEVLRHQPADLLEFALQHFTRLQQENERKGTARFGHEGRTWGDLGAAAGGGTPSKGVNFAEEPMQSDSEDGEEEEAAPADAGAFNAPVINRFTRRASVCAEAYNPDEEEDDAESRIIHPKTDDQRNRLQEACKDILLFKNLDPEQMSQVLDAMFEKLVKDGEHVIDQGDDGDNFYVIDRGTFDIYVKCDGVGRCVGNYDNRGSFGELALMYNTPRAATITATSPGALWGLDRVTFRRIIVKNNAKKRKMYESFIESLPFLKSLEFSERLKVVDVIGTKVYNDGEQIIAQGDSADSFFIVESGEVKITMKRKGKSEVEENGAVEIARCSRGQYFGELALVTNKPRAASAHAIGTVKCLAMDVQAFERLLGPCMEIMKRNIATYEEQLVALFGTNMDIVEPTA
# V-ATPase pHluor: regulators of yeast V-ATPase proton pumping, primary screen, pHLuorin cytosolic pH fluorescence. S. cerevisiae. response, % at 10 µM. 350,000 compounds, 0.37% hits. AID 504577, 2011; in the data active = response mostly above about 7.3%, no sharp cut-off; inactive = mostly below about 5.4%; note: actives read high; inactives centre near 0; some compounds called inactive have numbers as strong as hits; reference of the scale not given here
# MOR-DOR ag: agonists of OPRM1-OPRD1 heterodimerization, primary screen, cell-based, luminescence. cells. 340,000 compounds, 0.3% hits. AID 504326, 2011. Mu-type opioid receptor (Homo sapiens) + Delta-type opioid receptor (Homo sapiens), …. activation, % at 9.3 µM; in the data active = activation above about 18%;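 note: 0% = vehicle-treated cells and 100% = reference agonist; values of inactives mirror those of a sister screen read the other way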
# Arr AP2 block: inhibitors of beta-arrestin/AP2 binding, primary screen, biochemical, GPCR trafficking, flow cytometry. 340,000 compounds, 0.31% hits. AID 504490, 2011. FITC-arrestin peptide / GST-AP2 beads; AP2 beta2 appendage carries R879A mutation. inhibition, % at 10 µM;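 active = inhibition above a set limit, near 3 SD of compounds lacking own fluorescence, cut at about 54% in these data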;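 note: plate controls were DMSO wells for no effect and 5 µM unlabelled arrestin peptide for full effect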
#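 Material – AP2 appendage R879A on GSH beads · Buffer or medium – PBS with 0.05% Tween 20 and 0.1% BSA · Probe or stimulus – fluorescein-tagged arrestin peptide at 50 nM final · Incubation – compound with beads 12 min RT, then probe 1 h RT · Detection – high-throughput flow cytometry of beads, ex 488, em 535 nm · Evaluation – percent response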
# DAGLB inhibitor: DAGLB lipase inhibitors, primary screen, biochemical, fluorescence, HTS; Diacylglycerol lipase-beta (Homo sapiens), Q8NCG7; HEK293T DAGLB membrane lysate, EnzChek fluorogenic substrate; inhibition, % at 5.17 µM; 340,000 compounds, 0.059% hits; in the data active = inhibition above about 34%;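 note: 0% = enzyme with vehicle and 100% = wells lacking enzyme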
# Pemphigus Ab inh: inhibitors of pemphigus antibody binding to DSG3, primary screen, biochemical, bead-based, flow cytometry, scFv-GFP; Desmoglein-3 (Homo sapiens), P32926; DSG3-coupled beads, scFv-anti-DSG3-GFP binding; stronger effect = lower value; binding (percent of control), % at 10 µM; 310,000 compounds, 0.48% hits;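 active = binding more than 3 SD below its plate's average and above zero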; note: some compounds called inactive have numbers as strong as hits
# HTR5A inv ag: HTR5A inverse agonists in luminescence cell assay, primary screen, counter-screen for OPRM1-OPRD1 heterodimer inverse agonist project, full-deck HTS; 5-hydroxytryptamine receptor 5A (Homo sapiens), P47898; HTR5A cell line, inverse agonism; inhibition, % at 9.3 µM; 340,000 compounds, 0.083% hits; AID 504634, 2011; in the data active = inhibition mostly above about 23%, no sharp cut-off; inactive = mostly below about 18%;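 note: 0% = cells with DMSO and 100% = no-cell wells with DMSO; some compounds called inactive have numbers as strong as hits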
# MOR-DOR inv ag: inverse agonists of MOR-DOR heterodimerization, primary screen, cell-based, luminescence | Mu-type opioid receptor (Homo sapiens) + Delta-type opioid receptor (Homo sapiens), … | cell-based MOR-DOR heterodimer luminescence, inverse agonism | inhibition, % at 9.3 µM | 340,000 compounds, 0.21% hits | AID 504357, 2011; in the data active = inhibition above about 22%, passing the limit was not always enough;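 note: 0% = cells with DMSO and 100% = wells without cells with DMSO; values of inactives mirror those of a sister screen read the other way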
# * = called active by the depositor; x = no result given.
SMILES,HTR5A ag ctr,PKA-R1A act,PKA-R2B activ,V-ATPase pHluor,MOR-DOR ag,Arr AP2 block,DAGLB inhibitor,Pemphigus Ab inh,HTR5A inv ag,MOR-DOR inv ag
NC(=O)COC(=O)CC1CC2CCC1C2 (configuration not stated),0,-7,1,1,-3.5,13,0,97,-1,20
Cc1cc(C)n(-c2ccc(C(=O)C(C#N)c3nc4ccccc4n3C)cc2)n1 (configuration not stated),1,-6,-3,1,-2.4,28,1,118,2,14
CC(=O)c1c(C)n(-c2ccc(Cl)cc2)c2ccc(O)cc12,0,-3,-2,-1,1.3,-12,0,98,0,-7
COc1ccc(C)cc1NC(=O)CN1C(=O)COc2ccc(S(=O)(=O)N3CCCCC3)cc21,-2,0,-12,-1,-0.5,-10,1,90,29,2
C=C(C)C(=O)O[C@H]1C/C(C)=C\C(=O)/C=C(\C)[C@H](O)[C@@H]2OC(=O)C(=C)[C@@H]21,3,1,4,-8,0.1,31,-3,96,-15,0
CC(C)C(=O)NNC(=O)CSc1nnnn1C(C)C,2,7,-3,0,-1.4,8,-2,98,5,7
Cc1ccnc(NC(=O)CC(NC(=O)c2ccccc2Cl)c2ccccc2)c1 (configuration not stated),-2,1,6,1,-1.1,1,-1,109,0,7
CCc1ccc(S(=O)(=O)Nc2nccs2)cc1,0,-14,-2,0,-1.6,11,0,93,0,8
CCN(C[C@H]1N[C@@](Cc2ccccc2)(C(=O)OC)[C@H]2C(=O)N(Cc3ccccc3)C(=O)[C@@H]12)C(=O)C1CCCCC1,-1,-6,5,-1,-2.9,33,-4,99,5,13
CC(=O)NCCc1nc2cc(NC(=O)c3ccccc3)ccc2n1C,-1,-4,2,12,-1.8,5,-3,117,3,9
C=CC[C@@H](Cc1ccc(F)cc1)C(=O)OC[C@@H]1CCCN1C(=O)[C@@H](CC=C)CC(=O)N[C@@H](CO)Cc1ccccc1,-2,-4,-2,3,4.2,12,-3,100,-10,-25
COc1cccc(-c2noc(C3CCCN(C(=O)Cc4ccccc4)C3)n2)c1 (configuration not stated),1,-1,8,0,-2.3,-3,-11,94,1,12
Cn1nnnc1NC(=O)c1ccccc1Cl,-5,-5,1,1,-2.4,-7,4,95,19,12
CC(=O)c1ccc(NC(=O)/C(Cl)=C/c2ccccc2)cc1,0,3,-4,0,-1.2,-11,-6,100,-1,6
COc1ccccc1NC(=O)c1cnc2n(c1=O)CCS2,2,-7,-9,3,-1.4,-2,2,107,-18,9
CC(O)C(C(=O)OCc1ccc([N+](=O)[O-])cc1)N1C(=O)c2ccccc2C1=O (configuration not stated),5,-12,3,-2,0.3,-9,2,97,-12,-2
Cc1c(NC(=O)CSc2nnnn2-c2ccc(F)cc2)c(=O)n(-c2ccccc2)n1C,-3,-15,-3,-1,-4.3,-10,-4,98,7,20
NNC(=O)Cn1c(-c2ccccn2)nc2ccccc21,x,3,-11,3,x,0,1,99,x,x
COc1ccccc1N1CCN(C(=O)c2cc(-c3ccccc3)on2)CC1,-3,-7,7,-1,-0.8,9,-4,95,6,4
CN(Cc1cccnc1)C(=O)CC1C(=O)NCCN1CC(c1ccccc1)c1ccccc1 (configuration not stated),-4,-2,5,-2,-1.5,11,-1,107,11,8
Cc1ccc(S(=O)(=O)N(C)c2ccc(NS(C)(=O)=O)cc2)cc1,4,-5,-2,-1,-2.9,4,-3,x,-9,12
COc1ccc(CCN2CC(C(=O)NCCc3ccccc3C(F)(F)F)CCC2=O)cc1 (configuration not stated),-2,3,-8,-1,-1.8,5,0,83,-25,10
CC(NS(=O)(=O)c1cc(C(F)(F)F)ccc1Cl)C(=O)N(C)C1CCN(C)CC1 (configuration not stated),4,-8,-13,-1,-3.4,-8,-2,x,-11,13
Cc1cc(Cl)cc2c1NC(=O)[C@]21[C@@H]2C(=O)N(Cc3ccccc3)C(=O)[C@@H]2[C@@H]2CCCN21,-2,-4,-2,-4,3.9,-7,3,107,-18,-20
CCN(CC)C(=O)[C@H]1C[C@H](CC(=O)NCc2cccc(C(F)(F)F)c2)C(=O)N2CCc3c([nH]c4cc(CCC(=O)N(C)C)ccc34)[C@]12C,1,0,-5,-2,-2.9,11,2,100,-3,14
Cc1ccc(NC(=O)CN(C)C(=O)c2cccc(S(=O)(=O)NCc3ccccc3)c2)cc1,-3,-1,-8,14,-2.1,22,1,98,-27,10
COc1ccc2[nH]cc(CCCN3C(=O)c4ccccc4C3=O)c2c1,9,-23,-3,1,-2.5,-4,0,87,-11,13
CCCC(=O)N(CCN1CCOCC1)c1nc2c(C)ccc(C)c2s1,4,8,-12,0,2.1,-9,-12,100,-12,-11
COc1ccc(Br)cc1C(=O)Nc1ccccc1N1CCN(C(=O)c2ccccc2)CC1,11,-2,6,-1,3.0,5,-3,95,20,-15
COc1cc(/C=C(/NC(=O)c2ccc(Cl)cc2Cl)C(=O)O)cc(OC)c1OC,0,-11,-9,0,-2.6,3,-1,100,-9,14
CN(C)CCNC(=O)Cn1ccc2cc(S(=O)(=O)N3CCCCC3)ccc21,-3,-4,1,-4,-3.5,24,0,x,11,18
NC(=O)c1ccc(NC(=O)COC(=O)CCSc2ccccc2)cc1,15*,8,-3,2,-3.0,27,1,102,-42,16
CCn1cc(/C=C(\NC(=O)c2ccccc2OC)C(=O)NCCN2CCOCC2)c2ccccc21,x,0,4,x,x,x,4,99,x,x
Cc1nn(C)cc1CNC(=O)CCC(=O)O,-2,4,0,x,0.3,14,-2,101,-2,-2
CCNC(=S)N(CCN(CC)CC)Cc1cc2cc3c(cc2[nH]c1=O)OCO3,-5,0,-2,1,-1.8,27,2,107,17,9
Nc1nnc(SCC(=O)NNC(=O)c2ccccc2)s1,6,0,-1,1,-2.2,-6,2,100,-11,12
Cc1ccc(/C=N/NC(=O)c2nnn(-c3nonc3N)c2CSc2ccc(Cl)cc2)o1,3,6,-12,5,0.5,21,-5,89,0,-3
COc1ccc(C2CC(c3cccs3)=NN2C(=O)CSc2nnnn2C)cc1OC (configuration not stated),-3,0,-6,-1,-3.4,-13,-3,100,-5,18
O=C(NCc1ccco1)c1ccc(S(=O)(=O)c2cccc(S(=O)(=O)N3CCOCC3)c2)cc1,-2,-16,-17,-3,-5.4,0,1,102,-6,25
COc1ccc(N2C(S)=C(C#N)C(=O)NC23CCCCC3)cc1,-8,3,0,2,-2.4,5,-1,107,-14,12
COc1cc(OC)c(NC(=S)Nc2cc(Cl)cc(Cl)c2)cc1Cl,9,-13,-13,1,1.1,3,-4,92,-24,-6
CC(C)c1ccc(NC(=O)COc2nnc(-c3cccs3)c(-c3cccs3)n2)cc1,-4,7,3,3,1.8,14,-1,x,10,-11
Cc1ccccc1CSc1nnc(-c2ccncc2)n1C,-3,-14,-9,-2,-3.2,15,2,93,13,19
O=C(CN1C(=O)NC2(CCCC2)C1=O)OCCOc1cccc(Br)c1,-2,9,-13,2,-0.7,0,1,115,6,4
COCCNC(=O)COC(=O)CSCc1nc2ccccc2s1,0,3,-1,1,-2.8,37,0,102,0,13
O=S(=O)(c1ccccc1Cl)N1CCC(Cc2ccccc2)CC1,-1,-1,-1,0,1.0,9,-22,103,5,-5
COc1ccccc1OCCCCCc1c(C)n[nH]c1C,1,-1,-6,-3,1.0,18,-2,103,-4,-5
CC(=O)N1CCc2cc(S(=O)(=O)NC(Cc3ccccc3)C(=O)NC3CCCCCC3)ccc21 (configuration not stated),-1,2,-9,0,-3.5,-22,3,x,21,16
Nc1nonc1-n1nnc(C(=O)N/N=C/c2ccccc2)c1CSc1ccc(Cl)cc1,4,-3,-7,0,1.9,-6,-10,105,-10,-10
Cc1cccc(NC(=O)CSCC(=O)N(C)Cc2ccc3c(c2)OCCO3)c1,-1,-7,-8,-2,-1.8,25,-3,100,18,9
C/C=C/C(=O)Nc1cccc(C2=NOC3(C2)C[C@@H](C(N)=O)N(C(=O)c2cc([N+](=O)[O-])cc([N+](=O)[O-])c2)C3)c1 (some centres not stated),5,-16,-11,1,4.3,-9,2,104,-9,-25
CC(C)c1ccccc1NC(=O)COC(=O)Cc1cccc(C(F)(F)F)c1,5,2,-3,-1,0.9,19,1,124,-35,-5
CN(C)Cc1nc2ccccc2c(=O)n1Cc1nc(-c2cc3ccccc3o2)cs1,17*,6,-5,6,7.6,4,-9,105,-49,-41
O=S(=O)(NCC1CCCO1)c1ccc(Cl)nc1 (configuration not stated),0,-5,-2,0,-0.8,-17,0,99,0,4
COc1ccc(Br)cc1C=NNS(=O)(=O)c1ccc(C)cc1,x,-13,-10,-5,x,x,-3,101,x,x
Cc1cc(NC(=O)c2c(Br)c(C)nn2C)no1,-2,3,6,-3,-1.9,4,-2,x,-11,10
CCOC(=O)N1CCN(CC(=O)Nc2ccc(F)cc2F)CC1,-3,-1,10,4,-1.1,38,4,99,24,5
CC(C)(Cc1nc2ccccc2[nH]1)c1nc2ccccc2[nH]1,x,16,6,x,x,x,2,100,x,x
COc1ccc(/C=C/CN2CCN(CCc3ccccc3)C(CCO)C2)cc1 (configuration not stated),-2,-4,2,-2,-1.4,-10,1,x,5,7
Cc1cccc(C(=O)N(CCc2ccccc2)Cc2ccccc2)c1[N+](=O)[O-],-2,-7,-3,9,3.7,-2,-9,111,13,-19

# Full records from above:
# CC(C)(Cc1nc2ccccc2[nH]1)c1nc2ccccc2[nH]1 as listed: HTR5A ag ctr: x; PKA-R1A act: 16; PKA-R2B activ: 6; V-ATPase pHluor: x; MOR-DOR ag: x; Arr AP2 block: x; DAGLB inhibitor: 2; Pemphigus Ab inh: 100; HTR5A inv ag: x; MOR-DOR inv ag: x
# COc1ccc(/C=C/CN2CCN(CCc3ccccc3)C(CCO)C2)cc1 (configuration not stated) as listed: HTR5A ag ctr: -2; PKA-R1A act: -4; PKA-R2B activ: 2; V-ATPase pHluor: -2; MOR-DOR ag: -1.4; Arr AP2 block: -10; DAGLB inhibitor: 1; Pemphigus Ab inh: x; HTR5A inv ag: 5; MOR-DOR inv ag: 7

# Screening results as filed in PubChem.
